# Assay outcomes deposited in PubChem by National Center for Advancing Translational Sciences (NCATS).
# BLM helicase inh = qHTS Assay for Inhibitors of Bloom's syndrome helicase (BLM); recombinant BLM DNA unwinding, fluorescence dequenching; Potency, µM (series often up to 56.1 µM), inactives show at the highest dose activity change, negative = inhibition, actives largely listed as inhibitors; RecQ-like DNA helicase BLM (Homo sapiens), P54132; AID 2528, 2010; hit rate 0.2% among 350,000;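 also: plate controls were vehicle for no effect and no enzyme for full effect; nearly all actives have a fitted effect of over 35% in size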
# G9a block = qHTS Assay for Inhibitors of Histone Lysine Methyltransferase G9a. Histone-lysine N-methyltransferase EHMT2 (Homo sapiens), Q96KQ7. G9a H3K9 monomethylation, AlphaScreen, 2 h. Potency, µM (series often up to 102 µM), without a hit: top-dose activity, negative = inhibition, hits mostly inhibitors. hit rate 8.8% among 350,000; also: % is scaled to controls: 0 for no effect and ±100 for the full control effect; nearly all actives have a fitted effect of over 75% in size
# Target sequence (Q96KQ7 913-1193 limits assumed): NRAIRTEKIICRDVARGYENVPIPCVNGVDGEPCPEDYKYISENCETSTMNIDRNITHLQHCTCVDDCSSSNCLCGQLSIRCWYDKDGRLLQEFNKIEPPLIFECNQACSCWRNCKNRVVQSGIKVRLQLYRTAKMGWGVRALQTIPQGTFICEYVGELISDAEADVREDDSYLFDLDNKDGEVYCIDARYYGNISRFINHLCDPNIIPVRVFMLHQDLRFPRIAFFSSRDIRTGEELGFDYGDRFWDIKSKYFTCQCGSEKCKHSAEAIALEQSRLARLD
#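 Methyltransferase reactions run at room temperature for 2 h (20 nM enzyme, 500 nM biotin-H3K9 peptide, 20 uM SAM) after a 15 min compound preincubation; product detected by AlphaScreen beads and anti-H3K9me1 antibody.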
# Pol iota inh = qHTS for Inhibitors of Polymerase Iota | Potency, µM (doses to about 115 µM), without a hit: at the top dose activity, negative = inhibition, hits mostly inhibitors | Pol iota fluorescent replication assay, 10 min | DNA polymerase iota (Homo sapiens), Q9UNA4 | AID 588590, 2011 | hit rate 1% among 390,000
#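 Fluorescent replication assay read twice, at 0 min and 10 min after adding 50 nM (final) substrate. Enzyme (10 nM) and compounds were first incubated 15 min at room temperature; enzyme-free buffer wells were negative controls.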
# APEX1 inh = qHTS Assay for Inhibitors of the Human Apurinic/apyrimidinic Endonuclease 1 (APE1) | DNA repair nuclease/redox regulator APEX1 (Homo sapiens), P27695 | recombinant APE1, TAMRA/BHQ-2 abasic DNA cleavage fluorescence | Potency, µM (series often up to 65.8 µM), for inactives: at the top dose activity change, negative = inhibition, hits mostly inhibitors | hit rate 0.35% among 350,000 | AID 2517, 2012;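 also: plate controls were vehicle for no effect and reference inhibitor for full effect; nearly all actives have a fitted effect of over 55% in size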
#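 APE1 at 0.75 nM final was preincubated with compound 15 min at room temperature, then 50 nM double-stranded THF abasic-site substrate (5'-TAMRA/3'-BHQ-2) was added. Fluorescence (ex 525/em 598 nm) was read kinetically; third-minus-first read gave activity.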
# Apoferritin bind = qHTS Assay for Identification of Novel General Anesthetics; apoferritin/1-aminoanthracene competitive binding, fluorescence; Potency, µM (top dose mostly 77.5 µM), for the others: at the top dose activity change, negative = displacement, actives largely listed as inhibitors; hit rate 0.074% among 350,000; AID 485281, 2010; Ferritin light chain (Equus caballus), P02791; also: % is scaled to controls: 0 for no effect and ±100 for the full control effect; nearly all actives have a fitted effect of over 20% in size
#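 Steps: apoferritin (10 uM) was premixed with half-saturated 1-AMA in PBS, compounds were pin-transferred, plates stood 10 min at room temperature, fluorescence was read at 380/535 nm, and curves were fitted with a Hill equation.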
# POLH inh = qHTS for Inhibitors of Polymerase Eta; recombinant Pol eta, fluorescent DNA replication assay; Potency, µM (series often up to 114 µM), without a hit: at the top dose activity change, negative = inhibition, most hits filed as inhibitors; hit rate 1.2% among 390,000; DNA polymerase eta (Homo sapiens), Q9Y253; also: % is scaled to controls: 0 for no effect and ±100 for the full control effect
#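 Fluorescent replication assay: 50 nM final substrate added after a 15 min room-temperature compound preincubation with 10 nM enzyme. Signal taken at 0 min and again at 10 min.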
# BAZ2B inh = qHTS Assay for Inhibitors of BAZ2B; Bromodomain adjacent to zinc finger domain protein 2B (Homo sapiens), Q9UIF8; AlphaScreen BAZ2B-H3K14Ac peptide displacement; Potency, µM (series often up to 114 µM), for the others: at the highest dose activity change, negative = inhibition, hits mostly inhibitors; hit rate 4.4% among 360,000; also: % is scaled to controls: 0 for no effect and ±100 for the full control effect; nearly all actives have a fitted effect of over 60% in size
#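 Inhibition is scored as reduced AlphaScreen emission. The BAZ2B/b-H3(5-23)K14Ac complex (50 nM each) in PBS pH 7.4, 0.01% Tween-20 meets compound (up to 110 uM) for 30 min at RT before bead addition.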
# POLK inh = qHTS for Inhibitors of Polymerase Kappa; DNA polymerase kappa (Homo sapiens), Q9UBT6; purified Pol kappa, fluorescent DNA synthesis assay, 10 min; Potency, µM (highest dose often 107 µM), inactives show at the top dose activity, negative = inhibition, hits mostly inhibitors; hit rate 0.53% among 400,000; also: % is scaled to controls: 0 for no effect and ±100 for the full control effect
# Target sequence (Q9UBT6 whole entry, looked up): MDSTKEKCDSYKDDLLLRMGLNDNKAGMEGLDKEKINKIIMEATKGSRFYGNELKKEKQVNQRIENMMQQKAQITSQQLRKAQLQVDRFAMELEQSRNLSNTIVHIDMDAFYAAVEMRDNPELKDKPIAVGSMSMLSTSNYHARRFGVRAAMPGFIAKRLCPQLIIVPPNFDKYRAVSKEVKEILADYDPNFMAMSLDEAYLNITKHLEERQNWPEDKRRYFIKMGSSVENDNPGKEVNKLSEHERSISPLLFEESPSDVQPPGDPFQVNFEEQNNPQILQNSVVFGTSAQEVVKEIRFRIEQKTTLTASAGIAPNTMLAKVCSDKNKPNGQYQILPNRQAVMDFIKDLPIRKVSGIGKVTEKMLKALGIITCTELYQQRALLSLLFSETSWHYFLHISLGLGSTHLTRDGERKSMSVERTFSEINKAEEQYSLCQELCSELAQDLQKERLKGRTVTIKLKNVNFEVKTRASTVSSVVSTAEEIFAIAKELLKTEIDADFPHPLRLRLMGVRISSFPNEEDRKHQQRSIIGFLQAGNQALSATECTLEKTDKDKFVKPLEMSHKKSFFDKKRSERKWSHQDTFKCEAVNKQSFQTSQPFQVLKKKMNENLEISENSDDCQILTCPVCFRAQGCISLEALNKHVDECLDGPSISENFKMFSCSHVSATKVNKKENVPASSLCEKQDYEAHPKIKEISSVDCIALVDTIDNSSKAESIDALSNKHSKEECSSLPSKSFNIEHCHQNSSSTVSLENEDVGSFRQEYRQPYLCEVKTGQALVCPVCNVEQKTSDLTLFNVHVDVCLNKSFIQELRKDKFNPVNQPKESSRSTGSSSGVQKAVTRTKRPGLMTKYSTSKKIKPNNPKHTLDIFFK
#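 First, compounds were pin-transferred onto 10 nM Pol kappa. After 15 min at room temperature, substrate was added to 50 nM final. Fluorescence was then measured kinetically at 0 and 10 min.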
# Pol beta inh = qHTS Assay for Inhibitors of DNA Polymerase Beta; AID 485314, 2010; P06746; Potency, µM (doses to about 114 µM), without a hit: top-dose activity change, negative = inhibition, usual class: inhibitors; Pol beta primer extension/strand displacement, fluorescence kinetic; hit rate 1.3% among 340,000; also: % is scaled to controls: 0 for no effect and ±100 for the full control effect
#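 Kinetic readout of DNA synthesis with strand displacement by Pol beta. Compound and 10 nM enzyme sit 15 min at room temperature; 50 nM substrate starts the reaction, read immediately and at 10 min.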
# * hit, by the source's call; ? = inconclusive; . = no result given; [ ] = remark or other dose. Calls follow the shape of the dose curve; as a rule, active = well fitted curve in the direction sought with a large enough effect; inconclusive = small, poorly fitted or top-dose-only effect, or another doubt; inactive = no such curve, though single readings can be large; an effect the other way counts as inactive or inconclusive. Potency is read from the fitted curve at half-maximal effect. An excerpt (hit frequency here may not be typical).
entry | SMILES | BLM helicase inh | G9a block | Pol iota inh | APEX1 inh | Apoferritin bind
1 | CN(C)S(=O)(=O)c1cccc(NC(=O)COc2ccc(C(=O)c3ccccc3)cc2)c1 | -11% | 0% | -1% | -7% | -5%
2 | CNC(=S)N/N=C/c1ccc(OCc2ccccc2)c(Br)c1 | 3% | 28% | 16% | 28% | -8%
3 | C=CCn1c(C)cc(C(=O)COc2nncc3ccccc23)c1C | -2% | -33%[59 µM] | 25% | 7% | ?
4 | Cc1cc(Oc2ccc([N+](=O)[O-])cc2)nc(N2CCOCC2)n1 | -5% | . | 19% | -2% | -6%
5 | Cc1cccc(Cc2nnc(CCC(=O)NCc3ccncc3C)o2)c1 | -4% | 15% | 30%[activator] | 5% | -6%
6 | CC(=O)N(c1cccc(Br)c1)C1C=CS(=O)(=O)C1 (stereo not drawn) | -1% | 16%[59 µM] | 1% | -3% | 4%
7 | CSc1nncc(=O)[nH]1 | -2% | -10%[59 µM] | 40%[activator] | 5% | -5%
8 | COc1ccccc1NC(=O)Cn1nnc(C(=O)NCCc2ccccc2)c1N | -15% | -32% | ? | -5% | ?
9 | COc1ccc(-c2[nH]c(-c3ccc(Cl)cc3)nc2SCC(=O)Nc2nccs2)cc1 | 6% | ? | 20% | 0% | 8%
10 | Cc1cccc(-n2ncc(Cl)c(Cl)c2=O)c1 | 0% | -6% | -6% | 15% | -23%
11 | CC(C)(C)N1C(=O)c2ccccc2NC(=O)N1Cc1ccc(Br)cc1 | -6% | 1%[59 µM] | ? | 7% | -16%
12 | COc1cccc(-c2cc3nc(-c4ccccc4)cc(N4CCC5(CC4)OCCO5)n3n2)c1 | -3% | 133%[activator] | -3% | -4% | 130%[activator]
13 | COCCOC(=O)C1=C(C)NC2=C(C(=O)CCC2)C1c1ccc(N(C)C)cc1 (stereo not drawn) | -3% | ? | 5% | -3% | -2%
14 | CC(O)(CS(=O)(=O)Cc1ccccc1)C(=O)Nc1ccc(C(F)(F)F)cc1 (stereo not drawn) | 0% | 1%[59 µM] | 28% | -7% | -10%
15 | CC(=O)C1=C(O)C(=O)N(CCCN2CCOCC2)C1c1ccccc1[N+](=O)[O-] (stereo not drawn) | -19% | ? | 273%[activator] | 1% | -14%

entry | POLH inh | BAZ2B inh | POLK inh | Pol beta inh
1 | -14% | 1% | -4% | 0%
2 | -18% | 4% | -13% | 10%
3 | -5% | ? | -1% | 36%
4 | -17% | 0% | 8% | -3%
5 | -6% | 3% | -2% | 4%
6 | 3% | 6% | -2% | 2%
7 | -2% | 10% | -2% | 17%
8 | -10% | -26% | -15% | ?
9 | 13% | -27% | 0% | 0%
10 | -15% | 12% | -7% | 1%
11 | 4% | 6% | -17% | 0%
12 | -12% | 36%[activator] | -7% | 4%
13 | 12% | -4% | -5% | 17%
14 | -12% | 22% | -5% | -1%
15 | 1% | ? | -14% | -2%

# Given with one line to a screen: 11 of the compounds above.
5	Cc1cccc(Cc2nnc(CCC(=O)NCc3ccncc3C)o2)c1
6	CC(=O)N(c1cccc(Br)c1)C1C=CS(=O)(=O)C1 (stereo not drawn)
7	CSc1nncc(=O)[nH]1
8	COc1ccccc1NC(=O)Cn1nnc(C(=O)NCCc2ccccc2)c1N
9	COc1ccc(-c2[nH]c(-c3ccc(Cl)cc3)nc2SCC(=O)Nc2nccs2)cc1
10	Cc1cccc(-n2ncc(Cl)c(Cl)c2=O)c1
11	CC(C)(C)N1C(=O)c2ccccc2NC(=O)N1Cc1ccc(Br)cc1
12	COc1cccc(-c2cc3nc(-c4ccccc4)cc(N4CCC5(CC4)OCCO5)n3n2)c1
13	COCCOC(=O)C1=C(C)NC2=C(C(=O)CCC2)C1c1ccc(N(C)C)cc1 (stereo not drawn)
14	CC(O)(CS(=O)(=O)Cc1ccccc1)C(=O)Nc1ccc(C(F)(F)F)cc1 (stereo not drawn)
15	CC(=O)C1=C(O)C(=O)N(CCCN2CCOCC2)C1c1ccccc1[N+](=O)[O-] (stereo not drawn)

assay / compound,5,6,7,8,9,10,11,12,13,14,15
BLM helicase inh,-4%,-1%,-2%,-15%,6%,0%,-6%,-3%,-3%,0%,-19%
G9a block,15%,16%[59 µM],-10%[59 µM],-32%,?,-6%,1%[59 µM],133%[activator],?,1%[59 µM],?
Pol iota inh,30%[activator],1%,40%[activator],?,20%,-6%,?,-3%,5%,28%,273%[activator]
APEX1 inh,5%,-3%,5%,-5%,0%,15%,7%,-4%,-3%,-7%,1%
Apoferritin bind,-6%,4%,-5%,?,8%,-23%,-16%,130%[activator],-2%,-10%,-14%
POLH inh,-6%,3%,-2%,-10%,13%,-15%,4%,-12%,12%,-12%,1%
BAZ2B inh,3%,6%,10%,-26%,-27%,12%,6%,36%[activator],-4%,22%,?
POLK inh,-2%,-2%,-2%,-15%,0%,-7%,-17%,-7%,-5%,-5%,-14%
Pol beta inh,4%,2%,17%,?,0%,1%,0%,4%,17%,-1%,-2%

# The listing picks up, repeating the two entries before the break.
entry | SMILES | BLM helicase inh | G9a block | Pol iota inh | APEX1 inh | Apoferritin bind
14 | CC(O)(CS(=O)(=O)Cc1ccccc1)C(=O)Nc1ccc(C(F)(F)F)cc1 (stereo not drawn) | 0% | 1%[59 µM] | 28% | -7% | -10%
15 | CC(=O)C1=C(O)C(=O)N(CCCN2CCOCC2)C1c1ccccc1[N+](=O)[O-] (stereo not drawn) | -19% | ? | 273%[activator] | 1% | -14%
16 | O=C(CN1CCCCC1)Nc1cccc(-n2cnnn2)c1 | 1% | -31%[59 µM] | 8% | 0% | 6%
17 | COc1ccc(CNCC(=O)Nc2cccc(S(N)(=O)=O)c2)cc1 | 4% | -142%[59 µM] | 168%[activator] | 2% | -7%
18 | OCC#Cc1cnc2ccccc2c1 | 0% | 2% | 0% | -3% | ?
19 | Fc1ccccc1COc1cccc(/C=N/n2cnnc2)c1 | -3% | -7%[59 µM] | 1% | -2% | ?
20 | CC(=O)N/N=C(\C)CC(=O)Nc1ccc2c(c1)OCCO2 | 3% | 45µM* | 48%[activator] | -5% | -7%
21 | COc1ccc(OC)c(CNn2c(-c3ccccc3F)nc3ccccc3c2=O)c1 | 8% | -7%[59 µM] | -5% | 12% | -19%
22 | O=C(c1ccc(Cl)c(S(=O)(=O)NCc2ccccc2)c1)N1CCN(c2ccccn2)CC1 | -4% | -23%[12.7 µM] | 2%[58.9 µM] | 2% | -18%
23 | CC(=O)N/N=C(\C)CCc1ccccc1 | 2% | 3% | 4% | -3% | -6%
24 | Cc1ccc2nc(-c3ccc(Cl)c(NC(=O)c4ccc5c(c4)OCCO5)c3)oc2c1 | -3% | 7%[59 µM] | 15% | . | 8%
25 | O=C(NCCC(=O)N1CCN(S(=O)(=O)c2ccccc2Cl)CC1)Nc1ccccc1 | . | -11%[2.33 µM] | 31%[activator] | 18% | .
26 | CCCNS(=O)(=O)c1ccc(OCC(=O)N2CCc3ccccc3C2)c(C)c1 | -1% | 47% | 18% | 46%[activator] | ?
27 | COC(=O)CN1C(=O)CSc2ccc(S(=O)(=O)Nc3cccc(C)c3C)cc21 | 0% | -29%[59 µM] | 27% | . | 1%
28 | Cc1ccc(S(=O)(=O)c2c(C)nn(C(C)(C)C)c2OC(=O)CC(C)C)cc1 | -11% | 12% | 78%[activator] | -10% | -2%
29 | CCCCc1ccc(Nc2nc(N3CCOCC3)nc(N3CCOCC3)n2)cc1 | -10% | 50µM* | -17% | 11% | -3%
30 | Cc1nc2nc(NCc3cccs3)nn2c(C)c1Cl | -1% | 11% | 19% | 0% | ?

entry | POLH inh | BAZ2B inh | POLK inh | Pol beta inh
14 | -12% | 22% | -5% | -1%
15 | 1% | ? | -14% | -2%
16 | -6% | 4% | -4% | -19%
17 | -14% | 56µM* | -5% | -6%
18 | -5% | 3% | -9% | 18%
19 | 9% | . | -1% | 19%
20 | -3% | -38% | 0% | 36%
21 | -15% | -9% | -23% | 0%
22 | -17% | 14%[57.1 µM] | 1% | 18%
23 | -19% | . | 5% | -19%
24 | -13% | -14% | 11% | 0%
25 | -2% | 7% | 4% | .
26 | -18% | -28% | -3% | 0%
27 | -10% | -14% | -23% | 6%
28 | -25% | 9% | -4% | -6%
29 | -22% | -39%[57.1 µM] | -5% | -12%
30 | -12% | 1% | 6% | 2%

# (next part)
entry | SMILES | BLM helicase inh | G9a block | Pol iota inh | APEX1 inh | Apoferritin bind
31 | CC(C)n1c(SCC(=O)NC2CCCCC2)nnc1-c1ccco1 | -2% | 30% | 24% | -11% | 5%
32 | O=P1(O)C=C(c2ccccc2)OC(c2ccccc2)=C1 | 0% | ? | -6% | -4% | -6%
33 | CN1CCN(C(=O)CSc2nnc(COc3ccc(Cl)cc3)o2)CC1 | 4% | 12% | 102%[activator] | 1% | -11%
34 | COc1ccccc1N1CCN(C2CCCN(Cc3cc(F)cc(F)c3)C2)CC1 (stereo not drawn) | -2% | 15% | 14% | 55%[activator] | -12%
35 | COc1ccc(CCn2c(=O)[nH]c3cc(C(=O)NCCCN4CCOCC4)ccc3c2=O)cc1OC | 1% | . | 10% | -1% | 2%
36 | CC(C)=Nc1ccccc1C1COC(=O)C1=N (stereo not drawn) | 2% | 9% | 31%[activator] | ? | 66%[activator]
37 | CN(Cc1ccccc1F)c1nc(-c2cccs2)nc2ccccc12 | -14% | 125%[activator][59 µM] | 20% | ? | -9%

entry | POLH inh | BAZ2B inh | POLK inh | Pol beta inh
31 | 12% | 6% | -5% | 23%
32 | -1% | -1% | 4% | 2%
33 | 1% | 8% | -2% | 43%
34 | 0% | -30% | -4% | 0%
35 | -5% | -2% | -2% | 4%
36 | -8% | -2% | -5% | 4%
37 | -13% | 93%[activator] | -7% | 2%

# Single entries from the results shown:
# no. 34 in Apoferritin bind = -12%
# no. 31 in Apoferritin bind = 5%
